# HUVEC prolif 384: inhibitors of HUVEC proliferation, primary screen, cell-based, 384-well; CellTiter-Glo luminescence, 72 h; stronger effect = lower value; viability, % at 10 µM (by protocol); actives 1.1% (n = 86,000); AID 648, 2007;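 active = viability at or below 30%; inactive = viability above 30%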;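 also: 100% = median luminescence of DMSO-only cell control wells on each plate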
# HUVEC tox IL1B: cytotoxicity in IL-1B stimulated HUVEC, primary screen, cytotoxicity control for IL-1B NFkB translocation project, imaging, Hoechst nuclear count, IL-1B stimulus. cell count reduction, % at 2 µM. actives 0.41% (n = 94,000). HUVEC cell count loss;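 active = cell count reduction more than 3 SD above the screen-wide mean, cut at about 70% in these data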;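 also: normalized per plate to untreated control cells as the no-loss baseline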
# Fibroblast inh: antiproliferative effect on LL 47 fibroblasts – human, LL 47 cells, CellTiter-Glo luminescence, primary screen. LL 47 human lung fibroblast viability, ATP luminescence; stronger effect = lower value. viability, % at 10 µM. actives 1.1% (n = 85,000);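 active = viability at or below 50% in the single dose screen; inactive = viability above 50%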;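 also: compound exposure lasted 72 h before the ATP readout; 100% = median luminescence of untreated cell-only wells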
#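 Material: human lung fibroblast line LL 47, low passage; Evaluation: viability percentage against median untreated-cell control; Buffer or medium: 15% FBS in IMEM; Incubation: 72 h compound exposure at 37 °C after overnight plating; Dosing: 0.1% DMSO in all compound wells; Measured by: CellTiter-Glo luminescence.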
# TNFa cytotox: cytotoxicity in TNFa-stimulated HUVEC, primary screen, cytotoxicity control for VCAM1 expression modulator project, imaging, Hoechst nuclei count. cell count reduction, % at 2 µM. HUVEC TNFalpha-stimulated, Hoechst cell count. actives 0.17% (n = 93,000). AID 848, 2007;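 active = cell count reduction exceeding the screen mean by over 5 SD, scaled to untreated wells per plate, cut at about 78% in these data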;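 also: cells counted after 24 h of TNF alpha exposure following the 1 h pretreatment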
# Smad3 inh: Smad3/FoxH1 peptide binding inhibitors, primary screen, biochemical, TR-FRET; Mothers against decapentaplegic homolog 3 (Homo sapiens), P84022; TR-FRET Smad3/Dy647-FoxH1 peptide binding, europium anti-His; inhibition, % at 25 µM; actives 0.29% (n = 88,000); AID 630, 2007;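 active = compounds that reduce the energy-transfer binding signal between the protein and its labelled peptide by more than half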;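 also: 0% = Smad3 plus labelled peptide maximal FRET and 100% = peptide-only background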
# Target sequence (P84022 whole entry, looked up): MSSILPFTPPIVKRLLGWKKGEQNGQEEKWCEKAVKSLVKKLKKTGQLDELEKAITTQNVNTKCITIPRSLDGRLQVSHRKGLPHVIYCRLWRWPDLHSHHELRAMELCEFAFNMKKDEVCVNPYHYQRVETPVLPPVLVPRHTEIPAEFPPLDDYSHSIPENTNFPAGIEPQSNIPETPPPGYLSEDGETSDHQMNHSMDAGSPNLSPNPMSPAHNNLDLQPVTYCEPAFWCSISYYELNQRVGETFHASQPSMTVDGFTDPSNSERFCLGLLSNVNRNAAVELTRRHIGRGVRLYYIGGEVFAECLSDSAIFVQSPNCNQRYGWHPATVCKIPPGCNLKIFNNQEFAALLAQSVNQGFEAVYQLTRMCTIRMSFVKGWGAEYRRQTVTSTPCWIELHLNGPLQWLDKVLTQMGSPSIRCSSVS
# PTK2B oligo ant: antagonists of Pyk2 self-association, primary screen, Q293 cells, FERM NanoBiT luminescence, HTS; z-score (the deposit names both 25 µM and 10 µM); actives 0.83% (n = 99,000); Protein-tyrosine kinase 2-beta (Homo sapiens), Q14289; stronger effect = lower value;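 active = Z-score of -3 or lower, scaled per plate to the spread of control and sample wells; inactive = z-score above -3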;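 also: negative z-score means lost luminescence so less FERM oligomerization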
# H69AR growth 86K: proliferation blockers of H69AR lung cancer cells, primary screen, cell-based, human, 86K library; H69AR lung tumor viability, ATP luminescence, 72 h; stronger effect = lower value; viability, % at 10 µM; actives 6% (n = 85,000); AID 598, 2007;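 active = viability at or below 40%; inactive = viability above 40%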;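 also: multidrug resistant small cell line overexpressing MRP-1 efflux transporter; 100% = mean luminescence of untreated control wells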
# F-actin modifier: modifiers of F-actin cytoskeleton organization, primary screen, imaging, HUVEC, phalloidin staining, high-content imaging; HUVEC TNFa F-actin phalloidin imaging; inhibition, % at 2 µM; actives 0.18% (n = 91,000);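 active = inhibition above the batch mean plus 3 SD and confirmed as a hit by visual image inspection, cut at about 30% in these data, passing the limit was not always enough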; also: strong numbers were not always called active
# VCAM1 TNFa inh: inhibitors of TNFa-induced VCAM1 expression, primary screen, imaging, HUVEC, TNFa stimulus, immunofluorescence; actives 0.48% (n = 95,000); HUVEC TNFa-induced VCAM-1 immunofluorescence, high-content imaging; inhibition, % at 2 µM;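 active = inhibition above the batch mean plus 3 SD, with images confirmed as a hit by eye, cut at about 37% in these data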;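 also: 0% = TNF-stimulated DMSO wells and 100% = unstimulated control wells; not every result past the cut was called active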
# Starred values were filed as active, the others as inactive; x = not tested or not shown; [ ] = another dose, or the depositor's remark. A portion of the library, so the mix of outcomes need not match the whole.
SMILES,HUVEC prolif 384,HUVEC tox IL1B,Fibroblast inh,TNFa cytotox,Smad3 inh,PTK2B oligo ant,H69AR growth 86K,F-actin modifier,VCAM1 TNFa inh
COc1ccc(/C=C2\C(=O)NCC(=O)N2Cc2ccccc2)cc1,x,-13,x,-3,x,-1.3,x,6,-10
CCOC(=O)c1c(-c2ccc(C)o2)csc1NC(=O)CSc1nnc(C)s1,100,5,95,-16,-5,0.97,84,20,-6
CCOC(=O)c1csc(NC(=O)c2ccc(OC)c(OC)c2)n1,99,-7,97,-21,2,-1.4,80,15,-1
CC(C)CCOc1ccc(C(=O)C[N+]2(C)CCOCC2)cc1,101,0,115,-5,-3,0.41,103,-2,-7
O=C(NCc1ccco1)c1cc2nc(-c3cccs3)cc(C(F)(F)F)n2n1,87,-18,91,0,-2,0.22,59,5,17
COc1ccc(N2C(=O)CC(N3CCN(c4ccc(S(C)(=O)=O)cc4)CC3)C2=O)cc1 (stereo not drawn),97,20,98,0,5,0.59,82,-6,10
CC(=O)Nc1ccc(NC(=O)CN(c2ccc(F)cc2)S(=O)(=O)c2ccc3c(c2)OCCO3)cc1,81,0,95,-37,-11,-2.6,82,x,-6
Cc1c(C(N)=O)sc2nc(-c3ccccc3)cn12,83,6,94,-14,10,0.01,95,0,25
O=C(COc1ccc(Cl)cc1Cl)N(Cc1ccco1)C1CCS(=O)(=O)C1 (stereo not drawn),95,-51,98,-17,3,-0.37,94,12,-9
COCCN(CC(=O)NCc1ccccc1)C(=O)CCC(=O)Nc1nccs1,90,2,100,-21,5,-0.19,99,-22,0
CC(C)(C)C(=O)NCC12C=CC(O1)C1C(=O)N(c3ccccc3)C(=O)C12 (stereo not drawn),93,-15,94,-6,7[fluorescence artefact?],-0.44,101,10,10
CCOC(=O)c1nn(-c2cccc(C)c2)cc1C(=O)c1ccccc1,x,-8,x,-12,x,-1.3,x,5,20
CNC(=O)c1c(NC(=O)c2ccc(S(=O)(=O)N3CCOCC3)cc2)sc2c1CCC2,92,x,68,x,4,x,81,x,x
CCOC(=O)Nc1ccc(C)cc1C,102,-16,102,-30,4,0.06,96,-8,-2
NC(=O)CSc1nnnn1-c1ccc(OC(F)(F)F)cc1,93,-8,96,-31,1,-0.26,93,16,-5

# Brought forward from above: six entries, then new ones.
SMILES,HUVEC prolif 384,HUVEC tox IL1B,Fibroblast inh,TNFa cytotox,Smad3 inh,PTK2B oligo ant,H69AR growth 86K,F-actin modifier,VCAM1 TNFa inh
COCCN(CC(=O)NCc1ccccc1)C(=O)CCC(=O)Nc1nccs1,90,2,100,-21,5,-0.19,99,-22,0
CC(C)(C)C(=O)NCC12C=CC(O1)C1C(=O)N(c3ccccc3)C(=O)C12 (stereo not drawn),93,-15,94,-6,7[fluorescence artefact?],-0.44,101,10,10
CCOC(=O)c1nn(-c2cccc(C)c2)cc1C(=O)c1ccccc1,x,-8,x,-12,x,-1.3,x,5,20
CNC(=O)c1c(NC(=O)c2ccc(S(=O)(=O)N3CCOCC3)cc2)sc2c1CCC2,92,x,68,x,4,x,81,x,x
CCOC(=O)Nc1ccc(C)cc1C,102,-16,102,-30,4,0.06,96,-8,-2
NC(=O)CSc1nnnn1-c1ccc(OC(F)(F)F)cc1,93,-8,96,-31,1,-0.26,93,16,-5
COc1ccc(CNS(=O)(=O)c2ccc(C3CNC(=O)C3)cc2)cc1 (stereo not drawn),100,26,103,-16,-16,1.4,97,-31,16
O=C(NCc1cccs1)c1ccccc1F,x,11,x,x,x,0.19,x,-7,11
COc1ccccc1-c1cc(C(F)(F)F)nc(S(=O)(=O)CCCC(=O)N2CCOCC2)n1,45,4,3.2*,16,4,-1.7,0.3*,-12,29
Cc1cc(N)n(-c2ccccc2)n1,x,3,x,-32,x,-0.35,x,23,14
Nc1nonc1-c1noc(CCCOc2ccc(Cl)cc2Cl)n1,109,x,x,x,9[fluorescence artefact?],-0.36,102,x,x
COc1ccccc1-c1nc(SCc2ccccn2)n[nH]1,86,x,102,x,-3,-0.56,79,x,x
CC(C)CC(C(=O)NCc1ccccn1)N1C(=O)c2ccccc2C1=O (stereo not drawn),96,-70,99,-32,1,0.97,88,-18,12
COc1cc(OC)c(C2CC(=O)N3CN(c4ccccc4)CSC3=C2C#N)cc1OC (stereo not drawn),92,-25,103,2,6,-0.83,100,-54,7
CS(=O)(=O)NCCOc1ccc(S(=O)(=O)N2CCCc3ccccc32)cc1,79,-14,62,-7,-13,1.6,77,-14,-4
Cc1ccc(Cl)cc1NC(=O)CC1NCCNC1=O (stereo not drawn),99,12,100,-6,-1,0.72,88,10,8
CN1c2cccc3cccc(c23)N(C)C1(C)C,91,-10,99,-13,7,-0.49,102,4,7
Cc1ccc(-c2[nH]nc3c2C(c2ccsc2)C(C#N)=C(N)O3)cc1 (stereo not drawn),71,-12,87,-13,-4,-0.57,64,-10,23
COc1ccccc1N1CCN(S(=O)(=O)c2cccs2)CC1,85,10,106,4,4,0.19,93,-1,0
COc1cccc(C(C(=O)NC2CCCC2)N(Cc2ccco2)C(=O)c2ccco2)c1OC (stereo not drawn),104,-4,101,-14,-7,-0.62,91,-6,-4
Cc1ccc(-n2c(C)nnc2SCC(=O)Nc2ccccc2)cc1,94,-17,97,-13,-19,-0.16,103,5,2
Cc1cc(=O)[nH]c(N=N/C(=N/Nc2ccc(O)cc2)c2ccccc2)n1,36,9,51,-26,-14,-0.7,32*,13,0
OCCN1CCN(Cc2cccc(Oc3ccc(Cl)cc3)c2)CC1,83,4,92,4,2,1.4,82,16,-5
Cc1ccc(N2C(=O)NC3(CCCCC3)C2=O)cc1,90,x,101,x,3,0.01,104,x,x
Cc1oc2c(CN(C)C)c(O)ccc2c(=O)c1-c1ccc2ccccc2n1,87,11,100,-32,4,0.28,85,14,-5
O=c1c2ccccc2nc(N/N=C/c2ccccc2)n1O,101,7,99,10,8,0.96,46,14,4
COc1ccccc1N1CCN(Cc2nnnn2CCc2ccccc2)CC1,100,-8,101,-24,-3,2.6,102,18,8
O=C(c1ccccc1)c1cc(F)c(N2CCOCC2)cc1Cl,x,-23,x,-32,x,0.98,x,x,-2
CCC(C)NS(=O)(=O)c1ccc(OCC(=O)Nc2ccc(F)cc2F)cc1 (stereo not drawn),96,24,98,-27,10,1.8,89,12,-17
CCN(CC(=O)NCCc1ccc(S(N)(=O)=O)cc1)Cc1nc2ccccc2c(=O)[nH]1,103,-10,90,-34,8,0.7,96,4,-12
O=C(NCc1ccco1)c1cc(-c2cccnc2)nc2ccc(Cl)cc12,72,-27,94,-31,8,0.59,68,4,10
CC1CCN(CCC(=O)Nc2ccc(Br)cc2)CC1,95,0,100,-20,5,0.17,94,8,-11
O=C(Cc1cccs1)N1CCN(c2ccc(F)cc2)CC1,116,-8,103,-15,6,1.3,99,-5,14
CCc1c(C(=O)c2ccc(Cl)cc2)oc2c(C)c3oc(=O)cc(C)c3cc12,x,13,x,-25,x,x,x,12,-11
O=C(CN1C(=O)c2ccccc2S1(=O)=O)Nc1ccc(S(=O)(=O)N2CCCCCC2)cc1,101,-25,102,-38,4,0.6,94,26,0
O=C(Oc1ccc2c(-c3ccccc3)cc(=O)oc2c1)C1CCCCC1,x,2,x,13,x,-1,x,-25,21
Cc1ccccc1NS(=O)(=O)c1cccc(-c2nnc(-c3ccccc3)o2)c1,93,-10,97,-28,-4,-1.9,100,5,-6
CCN(CC)S(=O)(=O)c1ccc(NC(=O)CN(c2ccc(OC)cc2OC)S(C)(=O)=O)cc1,93,-20,98,-7,9[fluorescence artefact?],0.05,83,-4,10
COc1ccccc1N1CCN(C(CNS(=O)(=O)c2cc(F)ccc2F)c2cccnc2)CC1 (stereo not drawn),94,x,101,x,21[fluorescence artefact?],x,89,x,x
CCC(C)N1CC(C(=O)O)CC1=O (stereo not drawn),101,19,99,-2,4,1.8,98,-12,20
CCCCN(C)Cc1c(C)[nH]c2ccc(OCC)cc2c1=O,98,x,99,x,15,x,89,x,x
COc1ccc(Cn2nnnc2C(c2ccc(C)cc2)N2CCN(C3CCCC3)CC2)cc1 (stereo not drawn),86,-11,96,4,6,1.6,83,16,8
O=C(Cn1nc(-c2ccc3c(c2)OCCO3)ccc1=O)Nc1ccc(N2CCOCC2)cc1,x,23,x,1,x,x,x,12,-20
COc1ccc(S(=O)(=O)N2CCN(c3nc4ccccc4nc3-n3nc(C)cc3C)CC2)cc1,90,x,93,x,0,x,93,-12,-45
C=CCN1C(=O)[C@]2(c3ccccc31)C1CCCC=C1C(C#N)=C(N)C2(C#N)C#N (stereo partly drawn),90,-2,98,-4,8,-1.1,86,-18,-1
CCC1CCCCN1CCCNC(=O)C1CCC(Cn2c(=O)[nH]c3ccccc3c2=O)CC1 (stereo not drawn),91,1,100,2,14,-0.21,77,-1,-14
Cc1ccc(NC(=O)CSc2ncc(-c3ccccc3)n2C(=O)c2ccccc2)cc1,x,-22,x,-3,x,-1.3,x,-30,8
O=C(O)c1ccc(N2C(=O)CC(Cc3ccccc3)C2=O)cc1 (stereo not drawn),92,-18,100,13,9,0.32,94,-1,-15
CC(=O)NC1=NN(C(C)=O)C(C)(c2ccccc2)S1 (stereo not drawn),x,4,x,-14,x,-0.3,x,1,4
Cc1ncsc1CCSc1nc2ccccc2c(=O)n1C,x,80*,x,-12,x,-0.81,x,-4,-6
CC(C)c1ccc(NC(=O)C(c2ccccc2)N2CCN(C=O)CC2)cc1 (stereo not drawn),92,41,108,1,-8,-0.04,95,-26,4
CCOC(=O)c1ccccc1NC(=O)Cn1c(-c2nonc2N)nc2ccccc21,38,x,47*,x,6,-1.9,27*,x,x
O=c1cc(CSc2nnc(-c3cccs3)n2Cc2ccccc2)nc2sc3ccccc3n12,86,6,x,-17,8,-0.97,66,-2,1
Cc1nc2c(-c3ccccc3)c(C)nn2c(C)c1CCC(=O)O,93,-27,106,9,11,x,74,-6,6
Cc1ccccc1-n1c(=O)cc(N2CCC3(CC2)OCCO3)[nH]c1=O,102,-21,100,-11,5[fluorescence artefact?],1.1,77,-3,6
COC(=O)[C@H](C)NC(=O)Nc1cccc(C)c1,100,-3,108,-19,-3,0.93,73,22,20
CCOc1ccc(/C=N/NC(=O)c2ccc(Cn3cc([N+](=O)[O-])cn3)o2)cc1,x,12,x,-17,x,-0.69,x,-9,0
CC(=O)NCCC(=O)Nc1cc(F)ccc1C,107,12,104,-22,4,1.2,101,0,0
COc1cc(OC)cc(C(=O)NCc2n[nH]c(=S)n2-c2ccccc2)c1,99,8,95,-5,2,0.81,92,-64,2
COc1ccc(-c2cn3c(n2)CCC3)cc1,102,1,101,-34,15[fluorescence artefact?],0.12,87,-26,8
CCOC(=O)N1CCN(C(=O)CN(Cc2ccccc2)S(C)(=O)=O)CC1,94,15,109,-15,0[fluorescence artefact?],1.8,95,14,20
